Growth percent in the NCI-60 one-dose screen (48 h, 10 µM unless noted): 100 = growth as untreated, 0 = no growth, -100 = all killed.
BT-549: BT-549 breast cancer | AID 1794793 | 78,000 tested, 4.4% active
SR: SR leukemia cells. 73,000 tested, 8.7% active. AID 1794780
MDA-MB-231: MDA-MB-231 breast cancer | 81,000 tested, 5% active | AID 1794789
MDA-MB-468: MDA-MB-468 breast cancer; 78,000 tested, 8.5% active; AID 2202374
T-47D: T-47D breast cancer; 79,000 tested, 5% active; AID 1794792
K-562: K-562 leukemia; AID 1794777; 78,000 tested, 7.4% active
MCF7: MCF7 breast cancer; 82,000 tested, 6.3% active; AID 1794796
HS 578T: HS 578T breast cancer | 78,000 tested, 4.1% active | AID 1794788
An asterisk follows results filed as active; . = no result given; & = joins results of further samples. The calls were made as follows: active = growth percent below 10; inactive = the rest.

SMILES	BT-549	SR	MDA-MB-231	MDA-MB-468	T-47D	K-562	MCF7	HS 578T
c1ccc2nc(Cn3cc[n+](Cc4ccc5ccccc5n4)c3)ccc2c1	34	48	78	1.5*	30	41	.	75
C/C(=N/O)c1ccc(NC(=O)CSc2nnc(-c3ccccc3)o2)cc1	68	29	60	61	66	27	52	95
COCCOC(=O)C1=C(C)NC2=C(C(=O)CC(c3ccccc3OC)C2)C1c1cccc(O)c1 (configuration not stated)	81	62	64	53	49	51	26	43
CN(C)CCCC(C#N)(c1ccccc1)C1CCCCC1 (configuration not stated)	102	100	91	87	98	99	90	112
c1ccc(COc2cccc3ccccc23)cc1	98	65	96	109	78	98	86	111
COC(=O)c1ccc(C(=O)Nc2ccccc2N)cc1	60	67	67	44	.	73	69	75
CCCCCCNC(=O)Oc1ccc(/C(=C(/C)Cc2ccc(OC)cc2)c2ccc(OCCN3CCCCCC3)cc2)cc1	97	40	95	93	53	50	38	92
CC(CNC1CCCCC1)OC(=O)c1ccc([N+](=O)[O-])cc1 (configuration not stated)	100	116	108	112	103	119	104	106
S=c1[nH]nc(NC2CCCCC2)s1	104&107	100&99	107&133	106&89	96&101	93&95	99&108	104&108
O=C(Nc1ccccc1)Nc1ncnc2c1ncn2-c1ccc(F)cc1	100	82	104	87	86	99	87	95
Cn1cc(-c2cc3ncnc(Nc4ccc(CC(=O)Nc5ccc(F)c(Cl)c5)cc4)c3s2)cn1	84	37	77	53	63	62	57	50
C[N+](C)(C)CC(=O)N/N=C/c1ccc(Cl)cc1	121	90	113	.	98	100	101	108
O=c1oc2cc(O)ccc2c2ccccc12	102	95	112	116	110	97	111	117
COC1OC(C(O)CO)C(O)C(O)C1O (configuration not stated)	99&120	89&115	92	107&107	95	101&112	92&98	121&105
COc1ccc(-c2oc3ccc(C)cc3c(=O)c2O)cc1OC	85	40	76	81	82	82	88	96
COc1ccc(-c2nc3cc(NC(=O)[C@H](N)Cc4ccccc4)ccc3o2)cc1	82	37	71	76	64	79	82	80
O=C(Cc1ccccc1Nc1c(Cl)cccc1Cl)NN1C(=O)/C(=C/c2ccc(Cl)cc2)SC1=S	112	100	105	103	94	102	96	95
O=C(CCCCCCNC(=O)C(O)(O)C(F)(F)F)Nc1ncc(-c2ccccc2)s1	-10.0*	11	16	-25*	8.5*	12	12	0.5*
CC(C)Cc1ccc(C(C)C(=O)NCc2ccc(Cn3c(=O)sn(-c4ccc(C#N)cc4)c3=O)cc2)cc1 (configuration not stated)	82	91	67	39	49	.	84	78
C=C=COc1cccc(/C(N)=N/C(N)=N/c2nc3ccccc3s2)c1	56	6.4*	76	102	63	24	93	60
CC(C)C(=O)NCCO	102	98	107	106	95	97	93	108
CCOC(=O)C1NN(c2ccc(S(N)(=O)=O)cc2)c2nc3nc(-c4cccs4)cc(-c4cccs4)c3c(=O)n21 (configuration not stated)	50	.	89	99	85	83	74	8.1*
COc1cc(-c2cc(-c3ccc(Nc4ncnc5cc(Cl)ccc45)cc3)nc(N3CCOCC3)n2)cc(OC)c1OC	99	128	93	108	89	96	95	93
CC(C)COC(=O)c1ccccc1O	107	103	108	95	103	113	95	.
COc1ccc2cc(CCO)ccc2c1	98	104	99	103	98	106	90	90

Single records (already shown). Order of screens: BT-549	SR	MDA-MB-231	MDA-MB-468	T-47D	K-562	MCF7	HS 578T
`S=c1[nH]nc(NC2CCCCC2)s1` in the list: 104&107	100&99	107&133	106&89	96&101	93&95	99&108	104&108
`COCCOC(=O)C1=C(C)NC2=C(C(=O)CC(c3ccccc3OC)C2)C1c1cccc(O)c1` (configuration not stated) in the list: 81	62	64	53	49	51	26	43
`O=C(CCCCCCNC(=O)C(O)(O)C(F)(F)F)Nc1ncc(-c2ccccc2)s1` in the list: -10.0*	11	16	-25*	8.5*	12	12	0.5*
`COC1OC(C(O)CO)C(O)C(O)C1O` (configuration not stated) in the list: 99&120	89&115	92	107&107	95	101&112	92&98	121&105
`CC(C)COC(=O)c1ccccc1O` in the list: 107	103	108	95	103	113	95	.

New compounds follow:
SMILES	BT-549	SR	MDA-MB-231	MDA-MB-468	T-47D	K-562	MCF7	HS 578T
CC(C)(C)c1cc(C(C)(C)C)cc(S(=O)(=O)N2CCC[C@H]2C(=O)NCCN)c1	96	85	82	71	74	84	92	83
O=C1CC(C(F)(F)F)Cc2nc3ccc(F)cc3cc21 (configuration not stated)	102	91	98	103	101	103	98	.
CCCCn1c(O)c(N=Nc2nc(-c3cc4ccccc4oc3=O)cs2)c2ccccc21	106	88	69	81	97	102	84	91
CCOC(=O)C1=Cc2c(oc3ccc([N+](=O)[O-])cc3c2=O)C(C)(C)C1	111	89	92	91	95	95	93	93
COC(=O)c1c2c(c(C)[n+]([O-])c1C)C(=O)C=C(NCc1ccc(Cl)cc1)C2=O	-24*	3.9*	-21*	-67*	-34*	1.6*	-63*	-19*
COc1cccc(N2CCN(C(=O)c3cc4ccccc4nc3Nc3cc(OC)c(OC)c(OC)c3)CC2)c1	95	93	64	96	66	96	81	90
O=C1c2cccc(Cl)c2C(=O)c2c(Cl)cccc21	.	108	109	101	104	98	99	101
Clc1sc2ccccc2c1Cl	110	102	107	112	107	112	99	104
Cc1nc([P+](c2ccccc2)(c2ccccc2)c2ccccc2)c(N2CCCCC2)o1	20	20	43	0.1*	-0.4*	16	11	28
CCOC(=O)c1c(N)sc(C(C)=O)c1C	85	72	91	91	85	100	89	99
Clc1ccc(/C=N/N=C/c2ccc(Cl)cc2Cl)c(Cl)c1	99	80	109	97	94	87	104	101
N=S(=O)(c1ccccc1)c1ccc([N+](=O)[O-])c(OC(=O)c2ccc(Cl)cc2)c1 (configuration not stated)	79	48	104	88	105	68	65	70
O=C(Nc1ccccc1)OCCNC1CCCCC1	117&111	97&99	103&103	100	104&107	98&87	94&93	104
COc1cc(NC(=O)Nc2cnc(Nc3ccc(N4CCOCC4)cc3)nc2Oc2ccc(C)cc2OC)cc(OC)c1	61	65	58	33	64	68	84	79
N#C/C(=C/c1ccc(O)cc1)c1nnc(NC(=O)c2ccc(-n3c(=O)[nH]c4ccccc4c3=O)cc2)s1	128	87	109	109	108	106	97	109
O=C(/C=C\c1ccc(Cl)cc1)c1ccc(NC2=CC(=O)c3ccccc3C2=O)cc1	93	49	90	86	83	82	63	87
Cc1c(C)c2c(c(C)c1O)CCC(C)(CCCC(C)CCCC(C)CCCC(C)C)O2 (configuration not stated)	84	.	97	112	104	86	104	107
NC(N)=N/N=C/c1ccc([N+](=O)[O-])cc1	86	110	101	85	99	117	93	86
CCNC(=O)Oc1ccc(/C(=C(/C)c2ccc(OC)cc2)c2ccc(OCCN(C)C)cc2)cc1	86	37	80	85	55	22	29	79
CC(O)C(=O)OCCOCc1ccccc1 (configuration not stated)	111	100	111	100	98	109	98	105
CCCCCC(CCCCC)=C(C#N)C(=O)OCC	101	70	95	84	98	81	95	103
O=C(OCC(F)(F)C(F)(F)C(F)(F)C(F)F)c1cc2ccccc2cc1C(=O)OCC(F)(F)C(F)(F)C(F)(F)C(F)F	121	101	120	100	113	123	99	.
CC(C)(C)CC(C)(C)Nc1c(-c2c(O)c3ccccc3oc2=O)nc2c(Cl)cc(C(F)(F)F)cn12	79	104	100	92	95	94	107	103
CCc1ccccc1-n1c(N)c(C#N)c(-c2ccccc2Cl)c(C#N)c1=O	117	.	106	106	100	104	118	95
O=C(CCc1nnc2n1N=C(Cl)CS2)c1nc2ccccc2[nH]1	100	.	99	116	91	.	100	.

Reprinted at random: 3 records from the list
SMILES	BT-549	SR	MDA-MB-231	MDA-MB-468	T-47D	K-562	MCF7	HS 578T
CCOC(=O)C1=Cc2c(oc3ccc([N+](=O)[O-])cc3c2=O)C(C)(C)C1	111	89	92	91	95	95	93	93
CC(C)(C)CC(C)(C)Nc1c(-c2c(O)c3ccccc3oc2=O)nc2c(Cl)cc(C(F)(F)F)cn12	79	104	100	92	95	94	107	103
Cc1c(C)c2c(c(C)c1O)CCC(C)(CCCC(C)CCCC(C)CCCC(C)C)O2 (configuration not stated)	84	.	97	112	104	86	104	107

The listing continues.
SMILES	BT-549	SR	MDA-MB-231	MDA-MB-468	T-47D	K-562	MCF7	HS 578T
CCN(CC)CCCC(C)Nc1c(C)cnc2cc(OC)ccc12 (configuration not stated)	111	99	105	110	122	79	111	.
COc1ccc(-c2cc(=O)n(-c3nc4ccccc4[nH]3)[nH]2)cc1OC	76	49	94	83	94	27	74	48
COc1nc2c(ccc3c2cnn3-c2ccc(Cl)cc2)cc1S(=O)(=O)c1ccccc1	93	92	69	61	72	91	94	51
CCOC(=O)c1c(C)oc2ncnc(Nc3ccc(NC(=O)Nc4ccc(CC)cc4)cc3)c12	84	82	95	128	78	98	95	98
COc1c2c(c(OC)c3c(CC(=O)N4CCOCC4)c(-c4ccccc4)oc13)OCO2	88	85	99	95	80	94	90	93
COc1ccc2oc(=O)cc(-c3c4nc(c(-c5cc(=O)oc6ccc(OC)cc56)c5ccc([nH]5)c(-c5cc(=O)oc6ccc(OC)cc56)c5nc(c(-c6cc(=O)oc7ccc(OC)cc67)c6ccc3[nH]6)C=C5)C=C4)c2c1	83	43	61	60	42	65	89	70
Cc1ccc(-c2cc(Cc3cccs3)c(=O)n(Cn3cnc4c(N)ncnc43)n2)cc1	113	70	97	108	108	103	100	108
O=C(Nc1ccc(-c2nc3ccccc3c(=O)[nH]2)cc1)c1cc2ccccc2[nH]1	89	.	91	78	42	93	63	74
C[n+]1ccccc1/C=C/c1ccccc1	113&107	113	111&117	98&106	103&98	99&102	93&102	123&100
CC(C)OC(=O)[C@H](C)N[P@](=O)(OCC1=CC[C@H](n2ccc(=O)[nH]c2=O)O1)Oc1ccccc1	113	126	114	102	90	109	103	111
O=C(N/N=C/c1c[nH]c2ccccc12)Nc1ccc(F)cc1	51	54	82	20	61	45	44	87
CNS(=O)(=O)Oc1ccc(-c2ccc3occc3c2)cc1	92	111	100	92	89	89	111	110
NC(N)=NS(=O)(=O)c1ccc(N=Nc2c(N)n[nH]c2N)cc1	108	112	103	110	102	96	90	100
CC(=O)Nc1ccc(S(=O)(=O)N2CCN(C3=NS(=O)(=O)c4ccccc4N3c3ccccc3)CC2)cc1	97	76	116	.	101	107	98	113
COc1ccc2[nH]c(=O)c(O)c(-c3ccccc3)c2c1	97	99	97	102	85	90	93	93
COc1ccc(/C=C/C(=O)c2ccc(Nc3nc(NCCO)nc(Nc4ccc(Cl)cc4)n3)cc2)cc1	61	38	70	73	38	62	13	88
N#Cc1ccccc1-c1ccc(CN2C(=O)S/C(=C\c3ccc(O)cc3)C2=O)cc1	105	77	95	96	79	97	97	108
Cc1cc(NC(=O)Nc2cccc3ccccc23)no1	80	81	112	107	88	92	84	107
COCCOCn1c(N(C)C)c(C#N)c2c(N)ncnc21	87	99	90	94	94	98	116	115
COc1cc2cc(Sc3ccc(NC(=O)c4ccccc4)cc3)c(C)nc2cc1OC	119	106	122	.	94	108	89	102
CC(=O)/C=C/c1ccc(OCc2ccc(C(C)(C)C)cc2)cc1	103	66	84	48	53	39	67	76
CC(=O)N1c2ccccc2Sc2ccc3ccccc3c21	112	108	118	99	239	74	104	105
CSc1n(Cc2ccc3ccccc3c2)c(C)c[n+]1Cc1ccc2ccccc2c1	-23*	.	-31*	-48*	0.5*	8.3*	-63*	-23*
Cn1c(=O)c2[nH]c(=S)[nH]c2n(C)c1=O	96	134	113	103	109	.	96	101
CNc1ncc2cc(-c3ccc(-c4ncccc4F)cc3Cl)c(=O)n(CC3OCC(N)CO3)c2n1 (configuration not stated)	82	32	11	35	72	79	101	35
Continuation:
SMILES	BT-549	SR	MDA-MB-231	MDA-MB-468	T-47D	K-562	MCF7	HS 578T
Cn1ccnc1C(=O)/C=C/c1ccc(CC(=O)Nc2cc(F)c(F)c(F)c2)cc1	16	12	6.1*	-23*	29	13	11	13
COc1ccc(Nc2nc(NCc3ccccc3)c3ccccc3n2)cc1	83	45	41	40	46	56	67	-3.3*
CC1(C)C(N)=Nc2cc(OCCCN3Cc4ccc(OCCc5cn(CC(=O)N6CCC(CCN7CCCC7)CC6)nn5)cc4C3)c(OCC3CC3)cc21	100	115	112	108	92	88	89	97
COC(=O)c1cc(=O)nc(N/N=C/c2ccccc2O)s1	95	.	84	98	73	79	5.2*	108
Cc1nc(CF)cc(=O)[nH]1	102	81	107	98	.	94	99	101
Nc1c(Cl)ccc2cccnc12	112	102	105	117	145	100	104	.
COC(=O)[C@]12CC[C@@H](C)[C@H](C)[C@@H]1C1=CC[C@@H]3[C@@]4(C)C(C=O)=C[C@@](C)(COC(C)=O)C4=CC[C@@]3(C)[C@]1(C)CC2	-16*	-31*	-27*	-3.0*	-5.3*	5.6*	5.1*	-13*
COc1cc(C2N(c3ccc(Cl)cc3)NC(=O)[C@@H]3CCCN23)cc(OC)c1OC (some centres not stated)	94	92	82	103	79	94	93	100
O=C(Nc1ccccc1)Nc1ccc(F)c(C(=O)c2c[nH]c3ncccc23)c1F	.	101	83	82	89	69	98	79
Cn1cc(-c2csc(-c3cn(CCN)c4ccccc34)n2)c2cccnc21	60	-17*	46	23	20	-44*	17	68
Cc1nn(-c2ccccc2)c(-n2ccnc2)c1/C=N/Nc1nc(-c2ccc(Cl)cc2)cs1	65	50	73	26	31	37	67	80
COc1cc(C2CC(c3ccc4c(c3)OCO4)=NN2C=O)ccc1OCc1cc(OC)c(OC)c(OC)c1 (configuration not stated)	93	84	74	53	50	73	84	.
O=C(Cc1nc(-c2ccc(Cl)cc2)no1)c1ccccc1	115	92	104	91	97	110	92	100
CC(=O)[C@@]1(O)CC[C@H]2[C@@H]3CC[C@@H]4C[C@H](O)CC[C@]4(C)[C@H]3C(=O)C[C@@]21C	106	.	107	99	108	102	87	117
CC(=O)Nc1ccc(S(=O)(=O)Oc2nccnc2N)cc1	96	107	110	109	117	100	108	.

High-throughput results as filed in PubChem BioAssay.
